Measles CPE – protection of cells from measles virus. Measles virus-infected cells, CPE protection, absorbance. protection (pct of control), % at 4 µM. 140,000 compounds, 1.5% hits. AID 841; in the data active means protection mostly above about 24%, no sharp cut-off; inactive means mostly below about 26%; further: some compounds called inactive have numbers as strong as hits
HCT116 PTEN-null – suppresses growth of cells with PTEN deletion; HCT116 PTEN-null viability, CellTiter-Glo, 60 h; hits give low values; viability, % at 10 µM; 140,000 compounds, 1.2% hits; AID 827;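 active means viability at or below a set limit, 4 SD under the median of all tested compounds, cut at about 3.7% in these data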;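 further: PTEN knockout HCT116 line with beta catenin targeted HCT116 as companion control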
MRP1 act – MRP-1 activation | H69AR cells + doxorubicin, viability rescue, CellTiter-Glo | viability increase, % at 10 µM | 140,000 compounds, 0.61% hits | AID 799;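 active means viability gain under doxorubicin at or above a set limit, the compound median plus 3 SD, cut at about 4.7% in these data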;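 further: MRP-1 overexpressing cells given doxorubicin 25 µM after compound pretreatment; 18-22 h compound pretreatment then 72 h with doxorubicin before readout; 0% = doxorubicin-only wells and 100% = vehicle-treated cells without doxorubicin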
NPY Y2 blocker – blocks the human neuropeptide Y Y2 receptor; 140,000 compounds, 0.99% hits; inhibition, % at 2.7 µM; NPY-Y2 expressing cells, antagonist mode; in the data active means inhibition above about 17%;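 further: 0% = vehicle with agonist challenge and 100% = reference antagonist with challenge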
Target sequence (P49146 whole entry, looked up): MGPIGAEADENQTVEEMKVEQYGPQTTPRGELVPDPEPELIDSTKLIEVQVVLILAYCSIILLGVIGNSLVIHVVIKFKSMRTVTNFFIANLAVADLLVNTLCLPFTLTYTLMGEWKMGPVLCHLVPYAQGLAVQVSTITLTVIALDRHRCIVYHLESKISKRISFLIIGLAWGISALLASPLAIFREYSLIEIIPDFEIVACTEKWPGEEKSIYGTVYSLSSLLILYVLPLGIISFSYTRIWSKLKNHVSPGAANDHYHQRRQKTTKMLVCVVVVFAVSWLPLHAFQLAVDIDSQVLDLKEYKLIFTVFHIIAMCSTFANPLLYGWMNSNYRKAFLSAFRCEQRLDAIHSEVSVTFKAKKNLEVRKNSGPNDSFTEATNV
GALR2 antag – blocks the human galanin receptor 2; O43603; GALR2-expressing cells, antagonist mode; inhibition, % at 4 µM; 140,000 compounds, 0.39% hits; AID 828; in the data active means inhibition above about 27%;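 further: cells stimulated with galanin 1-16 at roughly its EC80; 0% = agonist challenge control and 100% = basal control without agonist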
Target sequence (O43603 whole entry, looked up): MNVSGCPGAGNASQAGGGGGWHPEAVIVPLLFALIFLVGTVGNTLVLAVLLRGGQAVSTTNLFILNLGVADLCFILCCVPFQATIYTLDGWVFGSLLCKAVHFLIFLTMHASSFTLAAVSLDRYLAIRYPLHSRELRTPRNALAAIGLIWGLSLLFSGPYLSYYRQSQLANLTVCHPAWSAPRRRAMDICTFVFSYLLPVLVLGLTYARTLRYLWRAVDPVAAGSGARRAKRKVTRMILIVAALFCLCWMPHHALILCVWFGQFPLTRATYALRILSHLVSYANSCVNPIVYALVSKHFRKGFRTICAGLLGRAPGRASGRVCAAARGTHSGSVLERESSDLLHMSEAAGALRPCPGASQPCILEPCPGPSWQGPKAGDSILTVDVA
Yeast lifespan up – extends the lifespan of yeast; S. cerevisiae growth with nicotinamide, OD615; deaD strain in restrictive glucose medium; inhibition of the nicotinamide effect, % at 10 µM; 130,000 compounds, 0.68% hits; AID 775;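 active means inhibition above a set limit, placed 3 SD over the median of all compounds, cut at about 26% in these data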;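 further: 0% = nicotinamide-treated wells and 100% = cells grown without nicotinamide; some compounds called inactive have numbers as strong as hits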
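System: DeaD-strain S. cerevisiae / Buffer or medium: CSMM-D, restrictive glucose (dextrose) synthetic minimal medium / Probe or stimulus: nicotinamide, 1.5 mM, co-present with compound / Compound: one concentration, 10 µM, DMSO 0.25% / Incubation: 48 h compound exposure at 30 °C, humidified / Technique: optical density (absorbance) at 615 nm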
E-sel TNF inh – blocks E-selectin expression induced by TNF alpha; HUVEC TNFa-induced E-selectin immunofluorescence, high content; inhibition, % at 2 µM; 120,000 compounds, 0.71% hits; AID 1246;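 active means inhibition above the batch mean plus 3 SD, and confirmed as a hit on visual image review, cut at about 43% in these data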;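 further: 0% = TNF-stimulated DMSO wells and 100% = unstimulated control wells; not every result past the cut was called active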
HCT116 bCat-KO – beta-catenin-lacking colon tumor cell growth suppression | HCT116 beta-catenin knockout viability, CellTiter-Glo, 60 h; hits give low values | viability, % at 10 µM | 140,000 compounds, 1.5% hits | AID 818;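 active means viability at or under a set limit, the compound median less 4 SD, cut at about 6% in these data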;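 further: 0% = Hyamine 1622 control at 20 µM and 100% = untreated cell control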
Yeast growth inh – reduces growth of yeast BB579 in restrictive medium | S. cerevisiae BB579 growth, OD615, 48 h | inhibition, % at 10 µM | 140,000 compounds, 0.51% hits;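 active means inhibition above a set limit, 3 SD over the mean compound inhibition, cut at about 44% in these data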; further: inactives centre near -24
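controls = amphotericin B 10 µg/mL, positive | assay system = DeaD yeast strain BB579 | schedule = 48 h compound exposure at 30 °C after 4 h preincubation | detection = OD615 turbidity measurement | medium = restrictive CSMM-D medium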
Phagocyt inh – macrophage phagocytosis inhibition; J774A.1 macrophage IgG-bead phagocytosis, imaging; 110,000 compounds, 0.07% hits; inhibition, % at 5 µM;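 active means inhibition above the mean of the plate negative controls plus 5 SD, cut at about 13% in these data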;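 further: phagocytic index as fraction of beads internalized from green versus red external bead signal; plate controls were DMSO negative control for no effect and cytochalasin-D positive control for full effect; some results beyond the cut were filed as inactive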
* marks the source's active call; other numbers are inactive results; . = not tested or not shown.

SMILES	Measles CPE	HCT116 PTEN-null	MRP1 act	NPY Y2 blocker	GALR2 antag	Yeast lifespan up	E-sel TNF inh	HCT116 bCat-KO	Yeast growth inh	Phagocyt inh
COc1ccc2c(c1)O[C@@H](c1cccc(C(F)(F)F)c1)[C@H](OC(=O)Nc1ccc(OC(F)F)cc1)C2=O	7	79	-1.3	7	2	10	14	88	-43	.
CCOc1ccc(S(=O)(=O)NCCC2=CCCCC2)c2ccccc12	14	95	-0.9	0	-6	-3	13	89	-47	1
CCc1c(C(=O)O)[nH]c2ccc(Br)cc12	4	93	-1.5	14	1	-27	-17	103	39	.
Nc1ccc(S(=O)(=O)Nc2ccccn2)cc1	56	90	-1.9	-3	3	5	.	78	-12	.
FC(F)Oc1ccc(NC(=S)NCC2COc3ccccc3O2)cc1 (centres undefined)	9	102	-1.4	9	3	2	.	99	-22	-7
Cc1ccc(CSC(Nc2ccc(F)cc2)=C(C#N)C#N)cc1	6	7	-5.1	8	-5	2	-6	9	-18	-3
COc1ccc(N2CCN(C(=O)c3ccc4nc(N5CCCCC5)sc4c3)CC2)cc1	17	87	-2.1	0	16	4	-19	88	26	0
Cc1cc(C)nc(N(C#N)S(=O)(=O)c2ccc(Br)cc2)n1	6	101	0.7	5	5	4	4	100	-22	.
COc1ccc(N2CCN(c3nc4ccccn4c(=O)c3C=O)CC2)cc1	21	99	-0.4	3	1	-7	.	96	-33	-10
O=C1c2ccccc2C(Nc2ccccc2)N1c1cccnc1 (centres undefined)	20	94	-0.1	1	8	-8	10	85	7	1
O=C(Nc1nc(-c2cccs2)cs1)c1cccc(S(=O)(=O)N2CCCCCC2)c1	5	44	-2.7	0	-2	7	-7	50	-57	1
COc1ccc(Br)c(C(=O)Nn2c(C)nc3ccccc3c2=O)c1	4	90	-1.7	2	-7	-1	10	97	-32	0
COc1ccc(/C=N/NC(=O)c2ccc(O)cc2)cc1CN1CCCc2ccccc21	9	56	-4.4	5	4	-2	-1	56	-52	-9
CC(C)n1c(NCc2cccs2)nc2ccccc21	5	104	-0.5	0	5	-7	12	92	-30	8
CCOC(=O)c1c(CC(C)C)csc1NC(=O)CCl	8	65	-7.7	1	0	8	5	69	-36	-1
Cc1nc2nc[nH]n2c(=O)c1NS(C)(=O)=O	3	94	-2.9	0	-7	-10	.	92	-18	0
CCCc1[nH]nc2c1C(c1ccccc1OC)C(C#N)=C(N)O2 (centres undefined)	4	97	-1.8	5	-19	17	-14	93	-22	1
c1ccn2c(c1)nc1c2nc2ccccn21	13	92	-3.0	0	1	-9	5	90	40	-1
Cc1ccc(-c2nnn(CC(=O)NCCc3ccc4c(c3)OCO4)n2)o1	26	111	-2.1	5	-4	-23	24	94	21	-2
O=C(COc1ccc(S(=O)(=O)N2CCCCC2)cc1)N1CCCCCC1	6	99	-0.7	1	-5	-8	-8	101	4	-3
CCCCc1nc(N)c(C#N)c(-c2ccco2)c1CCC	14	83	-4.9	16	6	.	0	89	-38	.
Cc1cc(C(=O)CSc2ncccn2)c(C)n1-c1cccc(F)c1	8	66	-0.3	1	-4	-2	8	76	-23	-3
CC(C)Cc1csc(NC(=O)c2ccccc2Cl)c1C(=O)O	8	101	0.2	6	14	5	.	99	-37	.
CC1=[N+]([O-])C(C)(C)C(c2ccc(Br)cc2)=[N+]1[O-]	14	99	-0.5	3	5	1	.	105	12	5
CC(=O)Nc1cccc(-c2csc(Nc3ccc(C)cn3)n2)c1	53*	84	-4.9	-1	3	-7	-3	83	-4	-4
CCS(=O)(=O)N1Cc2ccccc2CC1C(=O)Nc1nc2ccc(F)cc2s1 (centres undefined)	16	81	-3.9	-2	16	0	.	68	-23	7
NC1=NC(=O)/C(=C/c2cn(CCC(=O)O)nc2-c2ccc(F)cc2)S1	22	99	1.2	2	-2	1	.	99	-3	-9
COc1ccc(N(CC(=O)Nc2cccc([N+](=O)[O-])c2C)S(C)(=O)=O)cc1OC	26	93	-1.5	5	-7	-1	17	98	-18	-2
O=C(O)[C@@H]1CCCN1C(=O)c1ccco1	8	97	-2.2	2	6	2	.	98	-15	-11
COc1cccc(Nc2nnc(SCN3C(=O)c4ccccc4C3=O)s2)c1	21	99	-2.3	4	0	2	20	96	-25	-4
CCC(=O)NNc1cccc(Cl)n1	5	99	-2.0	8	-8	-6	9	82	8	-2
O=S(=O)(Nc1ccc(-c2nc3cccnc3s2)cc1)c1cccs1	12	92	-3.0	1	12	-5	17	98	-16	1
CCCCNc1cc(=O)n(C)c(=O)[nH]1	5	98	-1.4	-3	12	-8	19	88	24	0
CCCCSc1nnc(NC(=O)CCc2ccccc2)s1	3	88	-2.6	10	5	-7	-8	88	-43	0
CCOC(=O)C(NC(=O)c1ccc(OC)cc1)(Nc1cc(C)on1)C(F)(F)F (centres undefined)	13	100	0.2	2	-12	-7	23	104	-20	-1
O=C(C(=O)N1CC=C(c2ccccc2)CC1)c1c[nH]c2ccccc12	16	89	-2.1	1	-7	-4	-18	91	-29	-6
Cc1cccn2c(N)c(-c3ccccc3)nc12	5	90	-2.4	-1	6	-8	-28	92	-24	.
O=C(COc1cc(Cl)c(Cl)cc1Cl)NC(=O)Nc1ccc2c(c1)OCCO2	6	97	1.8	4	0	-1	.	99	-63	-6
CCOC(=O)C1C(=O)C=C(c2ccc(C)cc2)CC1c1cccc([N+](=O)[O-])c1 (centres undefined)	1	44	-5.7	4	-7	12	-69	36	-45	5
CC(=O)c1c(C)nc2ccccn12	5	98	-0.6	-2	-5	-1	-21	91	-30	-4
O=C(CNC(=O)c1ccc(Br)o1)NCc1ccc2c(c1)OCO2	5	89	-1.9	3	-3	-2	-23	92	-20	1
COc1ccccc1NC(=O)Nc1ccnn1C1CCCCC1	29	104	0.0	3	8	-6	-10	99	-58	-1
O=C(NCCOc1ccccc1Cl)c1cc(F)c(F)cc1Cl	3	83	-0.7	5	5	-6	-79	77	-6	-3
CCOC(=O)C1=C(c2ccccc2)NC(=S)NC1c1ccc(Cl)c([N+](=O)[O-])c1 (centres undefined)	4	62	-2.8	-2	-3	0	1	60	-10	-4
Cc1ccc2nc(-c3ccc(NC(=O)CCN4C(=O)c5ccccc5C4=O)cc3)sc2c1	13	73	-5.4	4	-2	-6	65*	90	-33	-5
CCCn1c(=O)[nH]c(=O)c2c1nc(-c1ccc(OC(F)(F)C(F)C(F)(F)F)cc1)n2CCOC (centres undefined)	10	71	-1.3	3	-5	1	-8	82	-19	-1
COc1ccc(Br)cc1S(=O)(=O)N1CC(C)OC(C)C1 (centres undefined)	9	94	-2.5	3	2	.	-36	91	-38	.
Cc1ccc2cc(CN(CC3CCCO3)S(=O)(=O)c3c(C)ccc4nsnc34)c(=O)[nH]c2c1 (centres undefined)	10	102	-2.1	-1	7	-1	.	83	-16	0
COc1ccc(/C=C/c2nc3cc(-c4ccccc4)ccc3o2)cc1O	22	30	-4.4	-1	4	-1	.	54	1	-2
Cc1ccccc1OCCC(=O)Nc1ccc(F)c(Cl)c1	6	83	-0.7	6	0	-9	1	94	12	-8
O=S(=O)(Nc1nccs1)c1ccc2c(c1)OCCO2	5	93	-0.2	3	-3	-9	-1	90	-15	2
Cc1c(C(=O)O)[nH]c2c1C(=O)CC(c1ccc(Cl)cc1)C2 (centres undefined)	3	95	-1.8	2	-2	-17	2	90	-17	-1
CN(CC(=O)Nc1ccc(F)c(Cl)c1)S(=O)(=O)c1cccc2nsnc12	20	70	-1.9	0	7	-4	15	76	-50	.
CC1CCC(N2CCN(S(C)(=O)=O)CC2)CC1 (centres undefined)	13	101	-3.2	0	1	-3	5	102	-17	-1
Cc1coc2cc3oc(=O)cc(C)c3cc12	28	92	0.6	-2	8	-6	.	94	11	-4
Cc1ccc2[nH]c3c(c2c1)CCCC3C(N)=O (centres undefined)	11	88	0.5	1	4	-8	43	91	8	-7
COc1ccccc1Nc1ncnc2nc[nH]c12	22	93	-2.8	2	3	-5	.	102	-34	-1
COCCCN1C(=O)C(=O)/C(=C(/O)c2ccc(OCC(C)C)cc2C)C1c1cccnc1 (centres undefined)	14	106	0.7	1	-10	-17	1	110	-51	-1
Cc1onc(-c2ccccc2)c1C(=O)NCC1CCCO1 (centres undefined)	22	98	-0.5	4	7	-4	-11	94	0	5
COc1ccc(-c2noc(CCC(=O)NCCCN3CCC(C)CC3)n2)cc1	7	110	-2.2	3	7	-8	4	99	-21	-1

(next part)
SMILES	Measles CPE	HCT116 PTEN-null	MRP1 act	NPY Y2 blocker	GALR2 antag	Yeast lifespan up	E-sel TNF inh	HCT116 bCat-KO	Yeast growth inh	Phagocyt inh
CC(=O)N1CC[n+]2c(-c3ccc(Cl)cc3Cl)csc21	22	96	-3.2	1	-5	5	-4	86	-38	-4
CCc1c(C)sc(NC(=O)Cn2nc(C(F)(F)F)c3c2CCCC3)c1C#N	4	94	-1.7	13	5	-3	-21	94	18	-1
CCCOc1ccc(C2C(C(=O)OC)=C(C)N=C3SCCC(=O)N32)cc1OCC (centres undefined)	6	92	-3.6	1	-9	0	15	89	-12	-2
CCOC(=O)c1cnc(SCC(=O)N2CCc3ccccc32)nc1N	3	102	-1.4	-2	5	-7	-13	97	-37	-2
CCCN(CCC)CCSc1nc(O)c(C(C)C)c(=O)[nH]1	20	116	0.3	1	13	-11	19	101	-50	0
CCOc1ccc(NC(=O)COC(=O)c2c(OC)cccc2OC)cc1	13	104	-0.9	4	-1	-3	.	100	-16	-2
Cc1cccc(N(CC(N)=O)C2SC(=O)NC2=O)c1 (centres undefined)	3	96	-1.7	1	4	.	6	99	-18	.
Cc1ccc(-n2nc3cc(C)c(N)cc3n2)cc1	1	70	-1.9	2	9	-5	4	77	-21	0
CN(C)c1ccc(/C=N\NC(=S)SCN2C(=O)C3CCC(C)(C2=O)C3(C)C)cc1 (centres undefined)	19	102	0.6	-2	-1	.	-22	89	-23	.
CC1CN(c2nc(-c3ccc(Br)cc3)nnc2-c2ccccc2)CC(C)N1 (centres undefined)	2	1.0*	-5.2	4	-8	-14	13	0.9*	-3	.
COc1ccc(C2C=C(c3ccc(Cl)cc3)Nc3nc(NC(C)=O)nn32)cc1 (centres undefined)	2	83	-2.8	-1	22	-22	.	92	-3	.
COCCCN1CC23C=CC(O2)C(C(=O)O)C3C1=O (centres undefined)	3	103	-0.6	0	-9	-3	.	93	-19	0
CCCn1cnc2c(cnn2-c2ccc(F)cc2)c1=O	41	92	0.7	2	10	-7	-57	97	-25	.

Quoted at random: 2 records from the list.
SMILES	Measles CPE	HCT116 PTEN-null	MRP1 act	NPY Y2 blocker	GALR2 antag	Yeast lifespan up	E-sel TNF inh	HCT116 bCat-KO	Yeast growth inh	Phagocyt inh
CCOC(=O)c1cnc(SCC(=O)N2CCc3ccccc32)nc1N	3	102	-1.4	-2	5	-7	-13	97	-37	-2
CC(=O)N1CC[n+]2c(-c3ccc(Cl)cc3Cl)csc21	22	96	-3.2	1	-5	5	-4	86	-38	-4

From PubChem
